# Rv3671c protease = inhibits the M. tuberculosis serine protease Rv3671c | P9WHR9 | inhibition, % at 5.96 µM | actives 0.048% (n = 320,000) | AID 2606; in the data active = inhibition above about 38%;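 also: extracellular domain of Rv3671c used as enzyme; 0% = enzyme with DMSO and 100% = no enzyme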
# Target sequence (P9WHR9 whole entry, looked up, the tested form may be a part): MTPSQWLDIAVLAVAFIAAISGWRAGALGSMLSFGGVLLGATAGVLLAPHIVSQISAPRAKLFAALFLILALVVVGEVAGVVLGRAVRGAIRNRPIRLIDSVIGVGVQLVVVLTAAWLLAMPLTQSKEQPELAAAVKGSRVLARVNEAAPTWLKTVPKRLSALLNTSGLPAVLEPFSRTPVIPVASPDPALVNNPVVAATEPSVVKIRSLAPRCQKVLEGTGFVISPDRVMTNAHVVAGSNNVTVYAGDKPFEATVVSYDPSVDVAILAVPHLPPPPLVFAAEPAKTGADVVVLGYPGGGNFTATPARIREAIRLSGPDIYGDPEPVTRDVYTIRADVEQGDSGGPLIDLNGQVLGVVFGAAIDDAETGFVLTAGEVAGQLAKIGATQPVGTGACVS
# VHR inh abs = DUSP3 (human) phosphatase inhibition; P51452; recombinant VHR phosphatase, pNPP absorbance; inhibition, % at 13.3 µM; actives 0.52% (n = 290,000); AID 1654; in the data active = inhibition above about 50%; also: some compounds called inactive have numbers as strong as hits
# Target sequence (P51452 whole entry, looked up): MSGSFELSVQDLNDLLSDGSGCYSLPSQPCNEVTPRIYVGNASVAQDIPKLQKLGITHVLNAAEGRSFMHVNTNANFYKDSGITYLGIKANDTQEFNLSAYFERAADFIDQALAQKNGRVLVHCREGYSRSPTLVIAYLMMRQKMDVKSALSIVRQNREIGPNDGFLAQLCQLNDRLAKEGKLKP
# SARS 3CLpro inh = SARS-CoV 3CLpro protease inhibition; recombinant SARS-CoV 3CLpro, quenched FRET peptide cleavage; P0C6X7; AID 1706; actives 0.14% (n = 290,000); inhibition, % at 6 µM; in the data active = inhibition above about 12%
# TcdB GH inh = inhibitors of Clostridioides difficile toxin B glycohydrolase. actives 0.24% (n = 350,000). P18177. TcdB glycohydrolase enzymatic assay, plate reader. inhibition, % at 9.99 µM; in the data active = inhibition above about 10%
# PriA SSB inh = K. pneumoniae PriA-SSBct interaction inhibition | inhibition, % at 33 µM | AID 1272365 | actives 0.6% (n = 430,000) | AlphaScreen SSBct-PriA binding, biotinylated peptide; in the data active = inhibition mostly above about 37%, no sharp cut-off; inactive = mostly below about 20%;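 also: plate controls were negative control peptide for no effect and reference peptide for full effect; strong numbers were not always called active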
# Y pestis TopoI = Y. pestis Topo-I inhibition via cleavage products | Y. pestis Topo-I cleavage product accumulation, plate reader | activity, % at 10 µM | AID 504884 | actives 0.064% (n = 360,000); in the data active = activity above about 50%, passing the limit was not always enough; inconclusive = no clear call, values can overlap the other calls; also: inactives centre near 2
# MazEF act = MazEF (E. coli) toxin RNase activation. actives 0.32% (n = 350,000). P0AE70. FAM/BHQ RNA-DNA oligo cleavage fluorescence, 5 h. activation, % at 20 µM; in the data active = activation above about 50%
# Target sequence (P0AE70 whole entry, looked up): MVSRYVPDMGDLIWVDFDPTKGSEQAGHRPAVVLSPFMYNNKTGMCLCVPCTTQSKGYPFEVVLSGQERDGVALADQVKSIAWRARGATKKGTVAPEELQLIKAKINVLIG
# Vc quorum ag = induces V. cholerae light production without autoinducers. AID 588436. activation, % at 18.7 µM. actives 0.16% (n = 350,000). V. cholerae BH1578 lux reporter, luminescence, 6 h; in the data active = activation mostly above about 9.7%, no sharp cut-off; inconclusive = no clear call, values can overlap the other calls; inactive = mostly below about 3.7%; also: not every result past the cut was called active; inactives centre near 0; reference of the scale not given here
# PfHsp40 rescue = compounds rescuing yeast from Plasmodium falciparum HSP40 toxicity; growth rescue, % at 12.5 µM; actives 0.68% (n = 340,000); S. cerevisiae expressing PfHsp40, growth rescue, ATP luminescence; in the data active = growth rescue above about 28%, passing the limit was not always enough; inconclusive = no clear call, values can overlap the other calls;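 also: yeast W303a lacking pdr1 and pdr3 grown in galactose medium; growth measured after three days at 30 °C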
# Anthrax LF prot = inhibitors of Bacillus anthracis lethal factor protease | P15917 | multiplex microsphere protease cleavage assay, LF | inhibition, % at 10 µM | actives 0.12% (n = 360,000) | AID 588501; in the data active = inhibition above about 30%; inconclusive = no clear call, values can overlap the other calls; also: plate controls were buffer without enzyme for full effect and enzyme alone for no effect
# * hit, by the source's call; i = inactive; ? = inconclusive; · = not tested or not shown; & = joins results of further samples.
SMILES,Rv3671c protease,VHR inh abs,SARS 3CLpro inh,TcdB GH inh,PriA SSB inh,Y pestis TopoI,MazEF act,Vc quorum ag,PfHsp40 rescue,Anthrax LF prot
COCCc1nn2c(=O)cc(COC(=O)c3cc(OC)c(OC)c(OC)c3)nc2s1,-1,-15,-3,0.9,-4,4,-4,-0.4,0.5,4
CN(C)N1C(N)=C(C#N)C(c2ccc(F)cc2)C2=C1CCCC2=O (stereo unspecified),6,10,-3,0.7,4,1,5,i,0.7,25
O=C(NCC(=O)N1CCN(Cc2ccccc2)CC1)c1ccc(Br)cc1,-3,12,12*,-2.9,-8,12,2,-0.6,0.1,-3
COc1ccc(CCC(C(O)C(F)(F)F)S(=O)c2ccccc2)cc1 (stereo unspecified),6,2,-4,·,12,5,-4,i,-0.5,0
N#Cc1c(-c2ccccc2)nc(SCC(=O)N(c2ccccc2)c2ccccc2)[nH]c1=O,-14,18,9,-0.3,-16,23,-7,i,0.4,1
CC1(C)CC(NC(=O)c2ccccn2)CC(C)(C)N1O,-1,10,-3,0.7,-3,-3,1,1.0,-0.6,2
Cc1cc(C)c(C)c(OCCCOc2cccc3cccnc23)c1,0,2,-4,·,-5,22,-5,-0.3,93*,1
COc1ccc(N(CC(=O)NCc2cccnc2)S(=O)(=O)c2c(C)nn(C)c2C)cc1,5,5,1,-0.1,5,0,8,-0.1,0.0,4
Cc1ccc(NC(=O)CN2C(=O)CCSc3ccc(S(=O)(=O)N4CCCC4)cc32)cc1C,-6,7,5,0.6,1,13,1,-0.3,0.9,1
CN(C(=O)CSc1nc2ccccc2n1CCc1ccccc1)C1CCS(=O)(=O)C1 (stereo unspecified),-11,40,1,·,-11,30,12,-2.0,1.5,0
CCOC(=O)N1CCC(N2C(=O)c3ccccc3C2Nc2ccccc2C)CC1 (stereo unspecified),8,-2,-5,0.3,4,29,13,-0.1,1.4,0
Cc1ccccc1OCCCCn1c(CO)nc2ccccc21,13,8,0,2.8,0,18,4,-0.4,-0.4,0
CCOC(=O)[C@H]1[C@H]2COc3ccccc3[C@@H]2N2C(=O)c3cc(OC)c(OC)cc3NC(=O)[C@@]12C,1,·,·,0.9,-8,-2,3,i,-0.9,-3
Cc1ccccc1N(CC(=O)NCc1ccc2c(c1)OCO2)C(=O)CCC(=O)Nc1ccccn1,5,30,-4,·,0,1,0,-1.2,0.0,-1
COc1ccc(NC(=O)c2cc(CC(C)C)nc3ccccc23)cc1,-6,16,0,2.7,-15,2,-25,-0.7,1.6,7
COc1ccccc1NC(=O)c1cc(C(=O)Nc2ccccc2OC)cc(N2C(=O)CCC2=O)c1,-22,0,0,·,0,24,-2,-0.2,1.0,-1
O=C1NC(=O)c2cc(NC(=O)C3CCCCC3)ccc21,-5,-4,-2,1.4,-11,5,-1,5.0,-0.4,3
Cc1cc(C)c(NC(=O)COC(=O)c2ccncc2)c(C)c1,-1,·,·,0.0,-12,-4,9,5.9,-0.7,0
Cn1c(=O)n(Cc2ccccc2F)c(=O)c2c1nc1n2CCCN1CCc1ccccc1,6,28,-1,·,11,-1,7,-0.9,0.9,-3
COc1ccccc1-c1nnc(SCC(=O)Nc2cc(C)on2)o1,4,-2,-9,·,-14,15,2,i,0.3,3
CN1CCN(C(=O)CCN2C(=O)S/C(=C/c3ccc(Cl)cc3)C2=O)CC1,-3,15,5,1.6,-13,4,10,i,-1.6,-2
Cc1nn(C)cc1/C=N/NC(=O)Cn1nnc(N)n1,-1,0,2,1.6,i,2,1,-0.7,-0.5,-5
CCC(=O)c1cn(CC(=O)Nc2ccc(C)cc2C)c2ccccc12,5,-8,2,0.8,-5,-4,-7,i,-0.4,·
CSc1nc2sc3c(c2c(=O)n1C)CCC3,-1,-4,2,0.2,3,5,2,i,2.0,0
O=C(N/N=C1\SCC(=O)N1CCc1ccccc1)c1cccs1,4,6,-1,0.5,·,12,-14,-0.2,1.0,-6
Nc1cc(=O)[nH]c(SCC(=O)Nc2cc(Cl)cc(Cl)c2)n1,-16,-23,2,·,-2,8,5,-0.1,-0.5,-3
O=[N+]([O-])c1ccc(CS(=O)(=O)c2ccc(Cl)cc2)cc1,·,6,1,1.1,-4,6,2,-0.4,1.3,6
Cc1ccc(-n2c(CNc3ccc(F)cc3)nnc2SCC(=O)NCc2ccco2)cc1,-5,13,-1,·,8,3,-4,-0.3,5.7,3
COCCNC(=O)/C(C#N)=C/c1c(N2CC(C)OC(C)C2)nc2ccccn2c1=O (stereo unspecified),4,4,1,·,9,0,3,-0.5,-0.7,3
O=c1[nH]nc(CNc2ccc(OC(F)(F)F)cc2)c2ccccc12,2,13,9,2.3,5,3,0,i,0.7,0
Cc1nnc(NC(=O)NCN2C(=O)C3C4C=CC(C4)C3C2=O)s1 (stereo unspecified),-7,14,-4,·,0,-10,5,1.3,0.9,4
CCCCn1c(N)c(N(Cc2ccccc2OC)C(=O)C2=COCCO2)c(=O)[nH]c1=O,-4,·,·,0.3,-5,5,3,i,-1.1,-3
O=C(COC(=O)c1ccc(Cl)nc1)NC1CCCc2ccccc21 (stereo unspecified),0,·,·,-0.2,-11,-4,-4,-5.6,-0.3,-7
Clc1ccc(-c2nnc3c4ccccc4nc(N4CCOCC4)n23)cc1Cl,3,4,-4,·,-6,15,10,i,0.3,-3
CCOC(=O)c1cn2nc(N3CCCCC3)ccc2n1,5,8,0,0.8,-2,2,7,i,-2.1,5
CC(=O)Nc1ccc(NC(=O)C(C)OC(=O)CNS(=O)(=O)/C=C/c2ccc(C)cc2)cc1 (stereo unspecified),2,·,·,1.4,-2,13,4,-1.8,-0.4,?
CCCn1nnc(NC(=O)COc2ccc(Cl)cc2)n1,-1,-3,-2,·,-19,8,4,-0.3,-1.6,3
CC(CCc1ccccc1)NC(=O)COC(=O)CC1CC2CCC1C2 (stereo unspecified),6,40,2,·,-40,34,-1,-0.3,1.9,0
COc1ccc(-c2nnnn2C(C)C)cc1,7,5,3,-1.7,-9,8,9,-0.6,-1.1,-4
CCc1nnc(NC(=O)c2ccc(S(=O)(=O)N3CCCC3)cc2)s1,-4,28,-4,0.9,-3,0,2,-0.2,0.2,1
COC(=O)/C(=C\c1ccc([N+](=O)[O-])o1)NC(=O)c1ccccc1,1,30,4,·,-1,-6,-13,-1.4,0.6,1
CCOC(=O)c1c(NC(=O)Cn2nc([N+](=O)[O-])c(Br)c2C)sc2c1CCC(C)C2 (stereo unspecified),0,2,7,·,-16,-5,1,-0.4,0.4,-1
CCOc1ccc(/C=C/C(=O)Nc2ccc3[nH]c(=O)[nH]c3c2)cc1,-11,34,0,·,-11,2,6,i,0.2,-2
O=C(CCN1C(=O)c2cccc3cccc(c23)C1=O)NCc1cccnc1,-8,16,3,-1.0,-7&-16,-7,1,i,1.2,3
CCCN1C(=O)c2ccccc2NC1c1ccc(C)cc1 (stereo unspecified),1,-8,5,0.5,-3,12,5,-0.8,2.3,2
Cn1c(SCC(=O)NCC2CCCO2)nnc1-c1cccc(NC(=O)c2ccccc2F)c1 (stereo unspecified),-5,13,-5,2.5,-1,2,4,i,0.3,1
CC1(C(=O)Nc2nccs2)CCN1C(=O)C1(c2ccccc2)CC1 (stereo unspecified),·,·,·,-0.8,·,0,·,i,·,-1
COCCn1c(=O)[nH]c2cc(C(=O)N3CCN(c4cccc(C(F)(F)F)c4)CC3)ccc2c1=O,-2,-4,3,0.2,-18,5,8,-0.4,0.0,-4
COc1cc(CNC2CCCCCCC2)cc(Cl)c1OC,0,-3,-4,0.5,3,6,-10,i,0.9,-5
O=C(COC(=O)/C=C/c1cccc(C(F)(F)F)c1)NC1CCS(=O)(=O)C1 (stereo unspecified),-2,·,·,1.9,0,4,0,-0.5,-0.5,2
OCCN1CCN(c2nc(N3CCCCC3)nc(N3CCCCC3)n2)CC1,11,34,0,·,-2,24,-2,1.2,0.0,-5
C=C(C)COc1cc2oc(=O)c(CC(=O)N3C[C@H]4C[C@@H](C3)c3cccc(=O)n3C4)c(C)c2cc1Cl,4,20,2,1.0,·,3,0,-0.3,0.4,-6
O=C(COc1ccccc1)N[C@@H]1c2ccccc2CC[C@@H]1OCc1ccccc1,·,·,·,-11,-5,7,-4,i,0.8,-6
CCOC(=O)N1CCC(N(CCN(C)C)C(=S)Nc2ccc(OCC)cc2)CC1,11,54*,0,0.8,·,·,·,·,·,·
COC(=O)c1sccc1NC(=O)Nc1cccc(C(C)=O)c1,-3,26,6,3.0,0,4,-2,-0.3,-1.9,-3
Brc1ccccc1OCCN1CCCC1,11,·,·,0.6,-7,1,3,-0.3,-1.9,-4
CCOC(=O)c1c(C)[nH]c(C(=O)CN2C(=O)NC(C)(C)C2=O)c1C,·,·,·,1.1,-9,3,4,-1.4,1.3,-8
COc1cc(CN2CCNC(=O)C2CC(=O)N(C)CCCN2CCOCC2)cc(OC)c1 (stereo unspecified),-7,8,3,0.8,-23,6,-2,-4.2,4.7,0
CCOc1ccc(NC(=O)CC)cc1,4,17,0,1.2,·,·,·,·,·,·
COc1ccc(C(=O)NCCn2ccc3ccccc32)cc1OC,4,6,1,0.6,4,-5,-29,-1.0,6.2,23

# A different layout for part of the listing above.
molecule	Rv3671c protease	VHR inh abs	SARS 3CLpro inh	TcdB GH inh	PriA SSB inh	Y pestis TopoI	MazEF act	Vc quorum ag	PfHsp40 rescue	Anthrax LF prot
O=C(COC(=O)/C=C/c1cccc(C(F)(F)F)c1)NC1CCS(=O)(=O)C1 (stereo unspecified)	-2	·	·	1.9	0	4	0	-0.5	-0.5	2
OCCN1CCN(c2nc(N3CCCCC3)nc(N3CCCCC3)n2)CC1	11	34	0	·	-2	24	-2	1.2	0.0	-5
C=C(C)COc1cc2oc(=O)c(CC(=O)N3C[C@H]4C[C@@H](C3)c3cccc(=O)n3C4)c(C)c2cc1Cl	4	20	2	1.0	·	3	0	-0.3	0.4	-6
O=C(COc1ccccc1)N[C@@H]1c2ccccc2CC[C@@H]1OCc1ccccc1	·	·	·	-11	-5	7	-4	i	0.8	-6
CCOC(=O)N1CCC(N(CCN(C)C)C(=S)Nc2ccc(OCC)cc2)CC1	11	54*	0	0.8	·	·	·	·	·	·
COC(=O)c1sccc1NC(=O)Nc1cccc(C(C)=O)c1	-3	26	6	3.0	0	4	-2	-0.3	-1.9	-3
Brc1ccccc1OCCN1CCCC1	11	·	·	0.6	-7	1	3	-0.3	-1.9	-4
CCOC(=O)c1c(C)[nH]c(C(=O)CN2C(=O)NC(C)(C)C2=O)c1C	·	·	·	1.1	-9	3	4	-1.4	1.3	-8
COc1cc(CN2CCNC(=O)C2CC(=O)N(C)CCCN2CCOCC2)cc(OC)c1 (stereo unspecified)	-7	8	3	0.8	-23	6	-2	-4.2	4.7	0
CCOc1ccc(NC(=O)CC)cc1	4	17	0	1.2	·	·	·	·	·	·
COc1ccc(C(=O)NCCn2ccc3ccccc32)cc1OC	4	6	1	0.6	4	-5	-29	-1.0	6.2	23

# The list is partial. The share of hits here may be higher or lower than overall.
